Source: PubChem BioAssay
Bcl-XL Bim block: inhibitors of Bim-Bcl-XL interaction, human; inhibition, % at 10 µM; Bim peptide-Bcl-XL binding, bead flow cytometry, fluorescence; Q07817; 190,000 tested, 0.04% active
Bcl-W Bim block: human Bim-Bcl-W interaction inhibition. Q92843. bead-based flow cytometry, Bim peptide-Bcl-W binding. inhibition, % at 10 µM. 190,000 tested, 0.02% active. AID 952;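 also: 0% = bound tracer without compound and 100% = peptide blocker; higher means less fluorescent Bim peptide bound to Bcl-W beads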
ABCG2 inh: human ABCG2 inhibition, ABCB1 as counter-screen; IgMXP3 cells, JC-1 efflux, flow cytometry; inhibition, % at 6.6 µM; 190,000 tested, 0.1% active; AID 1325;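 active = inhibition above 80%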;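 also: 0% = DMSO and 100% = nicardipine control wells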
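Incubation: cells with compound and JC-1, 10 min at 25 °C, rotating, no wash / Test system: IgMXP3 (ABCG2) plus far-red-tagged CCRF-Adr (ABCB1) cells / Compound dosing: one concentration, 6.6 µM final / Also added: JC-1 fluorescent substrate / Evaluation: efflux inhibition in percent versus controls / Detection: flow cytometry, 530 nm JC-1 signal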
Bim-Bcl-B: disrupts Bim peptide binding to human Bcl-B | Q9HD36 | bead-based flow cytometry | inhibition, % at 10 µM | 190,000 tested, 0.073% active;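 also: 0% = tracer peptide without compound and 100% = reference inhibitor peptide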
RGS4-Gao reg: modulates binding of RGS4 to human Galphao | binding response (% of control), % at 10 µM | P09471 | 220,000 tested, 0.33% active | Multiplexed bead flow cytometry; actives lie on both sides | AID 1415; in the data active = binding response below about 49% or above about 150%; inactive = in between;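 also: fluorescent Galphao activated with aluminum fluoride binding bead-coupled RGS4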
RGS7-Gao: regulators of human RGS7-Galphao interaction; Multiplexed bead flow cytometry, RGS7-Galphao binding; actives lie on both sides; binding response (% of control), % at 10 µM; 220,000 tested, 0.35% active; AID 1439; in the data active = binding response below about 49% or above about 150%; inconclusive = no clear call, values can overlap the other calls; inactive = in between;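 also: fluorescent Galphao held in activated GDP-AlF4 state binding bead-coupled RGS7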
GSH fluor: compound fluoresces at 488/530 nm on GSH beads | GSH beads flow cytometry, compound fluorescence 488/530 nm; active compounds read high | 190,000 tested, 0.25% active | fluorescence (KMESF) at 10 µM; in the data active = fluorescence above about 89;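 also: glutathione beads carrying GST-tagged Bcl family fusion proteins plus one bare bead set; values are compound well signal with DMSO vehicle wells as background; inactives centre near 16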
ABCB1 block: inhibitors of human ABCB1 transporter, ABCG2 counter-screen; P08183; CCRF-Adr cells, JC-1 efflux, flow cytometry; inhibition, % at 6.6 µM; 190,000 tested, 0.067% active; AID 1326; in the data active = inhibition above about 40%;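 also: 0% = vehicle and 100% = reference inhibitor; higher value means more JC-1 retained so stronger ABCB1 efflux block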
Bim-Bfl-1: inhibitors of Bim-Bfl-1 interaction, human; Bead-based flow cytometry, Bim-Bfl-1 binding inhibition; inhibition, % at 10 µM; 190,000 tested, 0.12% active; AID 1008;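 also: 0% = wells without compound plus tracer and 100% = blocker peptide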
RGS8-Gao reg: human RGS8-Galphao interaction regulation; 220,000 tested, 0.34% active; P09471; multiplexed bead flow cytometry, RGS8-Galphao binding; actives lie on both sides; AID 1423; response (percent of control binding), % at 10 µM; in the data active = response below about 60% or above about 140%; inactive = in between;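 also: Galphao activated as the GDP aluminium fluoride complex binding bead-coupled RGS8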
Bcl-2 Bim block: disrupts Bim peptide binding to human Bcl-2; Bead-based flow cytometry, Bim peptide-Bcl-2 binding; P10415; inhibition, % at 10 µM; 190,000 tested, 0.06% active; AID 950; in the data active = inhibition above about 40%; inconclusive = no clear call, values can overlap the other calls;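 also: 0% = no compound wells with probe peptide and 100% = reference peptide inhibitor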
* = called active by the depositor; ? = inconclusive; · = no result given. Rule as the data show it, unless noted: active = inhibition above about 40%. Compounds as they come; about 1.1% have a hit in one of these screens.

SMILES	Bcl-XL Bim block	Bcl-W Bim block	ABCG2 inh	Bim-Bcl-B	RGS4-Gao reg	RGS7-Gao	GSH fluor	ABCB1 block	Bim-Bfl-1	RGS8-Gao reg	Bcl-2 Bim block
Cc1ccc(-c2nnc(SCC(=O)CC(=O)Nc3ccccc3)n2C)cc1	-7	-1	-4	-1	105	101	29	-2.1	-5	90	2
COC(=O)C(CC(=O)c1ccc(Br)cc1)n1ccnc1 (stereo not given)	-4	0	0	-6	87	88	32	0.3	3	75	1
COc1cc(OC)c(-c2nc3c[n+](CC(=O)c4ccccc4)ccc3n2C)cc1OC	-6	-4	2	0	102	101	36	1.1	-1	98	-2
Cc1ccc(C)c(N(C(=O)Cn2nnc(-c3cccs3)n2)C(C(=O)NC2CC2)c2ccc(C)o2)c1 (stereo not given)	-5	0	3	0	103	100	22	1.9	0	103	-5
Cc1ccccc1/C=C/c1cc[n+](C)cc1	-2	2	0	-5	99	101	8	0.1	-5	101	-1
O=C(c1ccc(CSCc2ccccc2F)o1)N1CCN(c2ccc(N3CCOCC3)nn2)CC1	0	0	3	-10	94	93	22	0.8	-7	96	-6
N#Cc1c2c(c(Nc3ccc(O)cc3)n3c1nc1ccccc13)CCC2	-6	-1	18	-8	99	97	11	0.0	1	102	-3
CCOC(=O)C1=C(N)OC2=C(C(=O)CCC2)C1c1cccnc1 (stereo not given)	-3	0	1	-10	99	99	8	0.4	-15	100	-11
CC(C)NC(=O)CSc1nc2ccccc2c(=O)n1CCCOC(C)C	1	-1	2	1	100	102	27	0.6	0	97	3
COC(=O)c1cc2sccc2n1Cc1nc(-c2cccc(Cl)c2)oc1C	-4	2	2	-4	76	101	20	0.4	-9	89	-5
O=C(NCc1ccco1)C12CC3CC(C1)CC(C(=O)NCc1ccco1)(C3)C2	-7	-1	0	-10	93	95	31	-1.7	-16	96	-8
COc1ccc(/C(C)=N\NC(=O)c2ccc3c(c2)OCO3)cc1OC	-4	-2	2	-4	106	106	14	0.3	-5	109	0
Cc1ccccc1OCC(=O)Nc1ccccc1N1CCOCC1	-3	0	55	-3	105	103	26	1.6	-21	103	-10
CN1CCN(CC#CCn2c3ccccc3c3ccccc32)CC1	-10	-4	1	-5	94	91	22	0.5	-6	95	-4
Cc1ccc(NC(=O)CC2SC(=Nc3ccc(O)cc3)NC2=O)cc1 (stereo not given)	-4	-2	0	-11	103	101	11	0.2	-6	103	-3
COc1ccc(N(CC(=O)N/N=C/c2ccc3c(c2)OCO3)S(=O)(=O)c2ccc(NC(C)=O)cc2)cc1	-2	-1	-4	1	101	109	9	0.4	-2	102	-1
COc1cc(OC)c(C(=O)OCC(=O)c2cc(C)n(CC3CCCO3)c2C)cc1OC (stereo not given)	-5	-3	4	0	100	100	6	0.6	-7	99	-6
NC(=O)c1sc2nc3c(cc2c1N)CCC3	-10	-4	4	-1	105	109	8	0.3	-1	106	-1
CCN(CC)CCNC(=O)c1cc(Sc2nnc(C)s2)nc2ccccc12	-4	-1	-1	-5	103	103	7	-0.1	0	100	-1
CCOC(=O)c1cc(C(C)=O)c(=O)[nH]c1C	-1	0	2	-6	97	?	11	0.4	-2	97	0
Cn1c(=O)cc(OCCCC(=O)NCc2ccccn2)c2ccccc21	-5	-2	13	-2	102	104	36	1.3	-2	106	-5
Cc1ccc(Cn2c(=O)n(CCC(=O)NCc3ccc4c(c3)OCO4)c(=O)c3ccccc32)cc1	0	-2	1	-4	99	95	22	0.1	0	103	-4
COc1ccccc1CNC(=O)C1CC(=O)N(c2ccc(C)c(C)c2)C1 (stereo not given)	11	9	29	12	100	98	29	1.9	16	97	9
COc1ccccc1-n1c2c(cc(C(=O)N3CCC(C)CC3)c1=O)C(=O)CC(C)(C)C2	12	11	1	13	101	102	11	0.1	13	100	14
N#Cc1c2ncn(CC(=O)c3ccc(Br)cc3)c(=O)c2c2n1CCC2	0	-1	1	-3	100	101	65	0.6	-3	102	-3
CN(C)C(=O)CSc1nc2ccccc2n1CC(=O)N1CCN(c2ccccc2)CC1	0	-1	0	-1	102	103	19	0.1	-1	101	-1
Cc1ccc(NCc2ccncc2)c(Br)c1	0	2	1	0	99	97	21	0.2	-2	102	3
CCC(C)(C)n1nnnc1CN1CCc2ccccc21	1	0	2	0	101	101	11	0.5	0	102	0
CCCc1cc(=O)[nH]c(/N=C(/NC(=O)C(C)N2C(=O)c3ccccc3C2=O)Nc2ccccc2)n1 (stereo not given)	-4	3	12	-9	97	98	46	-0.4	-13	98	-9
Cc1ccc(-c2n[nH]c(=S)n2C)cc1	-5	-5	0	-11	102	105	29	-2.2	-11	100	-8
CCc1cccc(OCCOCCN2CCCC2)c1	-4	0	-8	-8	101	99	12	-7.7	-7	102	-11
N#Cc1c(-c2ccccc2)nc(-c2ccccc2)nc1N1CCOCC1	-2	-2	4	-2	99	97	22	0.7	0	102	0
COc1ccccc1C1=NOC(Cn2c(=O)c3c(ncn3C)n(C)c2=O)C1 (stereo not given)	-8	0	-2	-6	103	105	34	-1.9	-11	105	-8
O=Cc1c(C(=O)O)n(CC(=O)O)c2ccccc12	-6	-1	0	-4	95	97	15	0.2	-16	100	-6
Cc1ccc2[nH]c(-c3ccccc3)c(CN(C)C)c(=O)c2c1	0	0	-2	0	98	98	20	-2.7	-2	100	0
N#C/C(=C\C=C\c1ccccc1)C(=O)NCc1cccnc1	-5	-3	13	-4	98	94	10	1.4	-6	102	-2

The list goes on (4 carried over from the part before).
SMILES	Bcl-XL Bim block	Bcl-W Bim block	ABCG2 inh	Bim-Bcl-B	RGS4-Gao reg	RGS7-Gao	GSH fluor	ABCB1 block	Bim-Bfl-1	RGS8-Gao reg	Bcl-2 Bim block
COc1ccccc1C1=NOC(Cn2c(=O)c3c(ncn3C)n(C)c2=O)C1 (stereo not given)	-8	0	-2	-6	103	105	34	-1.9	-11	105	-8
O=Cc1c(C(=O)O)n(CC(=O)O)c2ccccc12	-6	-1	0	-4	95	97	15	0.2	-16	100	-6
Cc1ccc2[nH]c(-c3ccccc3)c(CN(C)C)c(=O)c2c1	0	0	-2	0	98	98	20	-2.7	-2	100	0
N#C/C(=C\C=C\c1ccccc1)C(=O)NCc1cccnc1	-5	-3	13	-4	98	94	10	1.4	-6	102	-2
O=C(O)c1ccccc1O	0	-2	0	-1	102	103	21	1.4	0	103	-4
Cc1oc(-c2ccc(Cl)cc2)nc1CN1CCCC(C(=O)NCCCN2CCOCC2)C1 (stereo not given)	-6	-8	1	-3	106	106	4	0.5	-6	102	-5
CC(NC(=O)COC(=O)CCc1nc(=O)c2ccccc2n1C)c1ccccc1 (stereo not given)	-4	-3	1	-5	99	101	22	0.1	-2	102	3
Cc1nnc2sc(-c3ccncc3)nn12	0	1	1	0	106	105	13	0.0	0	100	-1
CCCN(C(=O)CSc1nnnn1C)c1c(N)n(Cc2ccccc2)c(=O)[nH]c1=O	-4	-6	0	-4	103	105	11	-0.4	-10	106	-3
COc1cccc2sc(N3CCN(c4nc5ccccc5s4)CC3)nc12	0	-1	3	0	97	98	15	1.9	1	101	-1
CCn1nnnc1SCC(=O)Nc1sc(C)c(C)c1C#N	0	-2	2	-4	100	95	76	0.2	-7	96	-6
O=C(CN(c1ccc(F)cc1)S(=O)(=O)c1ccc2c(c1)OCCO2)Nc1ccccc1	-10	4	3	-6	98	97	36	0.4	-11	103	-10
CCSc1nnc(NC(=O)Cc2ccc(OC)c(S(=O)(=O)N3CCOCC3)c2)s1	-5	-1	0	-7	104	100	12	0.1	-15	100	-8
CCc1cccc2c(C(=O)COC(=O)/C=C/c3ccc(O)c(OC)c3)c[nH]c12	-6	-1	-2	-9	92	87	19	-1.0	-19	94	-11
O=c1oc2cc(OCc3c(F)c(F)c(F)c(F)c3F)ccc2cc1-c1ccccn1	-10	-9	5	-12	106	104	20	0.0	-18	103	-11
Cn1c(Oc2ccccc2NCc2cc(Br)ccc2O)cc(=O)n(C)c1=O	-11	2	2	-6	103	100	41	0.2	-7	99	-8
Cc1ccccc1Cn1c(Cc2ccccc2)nc2ccccc21	-3	0	1	1	95	91	9	0.5	-8	97	2
COC(=O)c1sc2nc3c(c(-c4cccs4)c2c1N)CCCC3	-3	0	19	-20	100	103	22	2.5	1	104	-1
C/C(N)=C(/C#N)C(=O)COC(=O)c1cc(-c2cccc3ccccc23)nc2ccccc12	-8	-4	13	-12	101	104	15	1.4	-9	99	-6
N#Cc1ccsc1NC(=O)CN1CCCCC1	-2	0	1	0	101	100	4	0.1	-10	102	0
O=C(c1cn(-c2ccccc2)nc1-c1cccc([N+](=O)[O-])c1)N1CCCCC1	-2	-1	5	-5	101	100	11	1.4	-9	103	-3
CCCNC(=O)CSc1nnc(-c2ccco2)n1C	-1	-1	-1	0	102	102	23	-0.2	4	101	0
O=C(/C(=C/c1ccccc1)n1cncn1)c1ccc(Cl)cc1Cl	-10	-5	-1	-4	101	98	10	-0.1	2	102	-1
Nc1ccc(-c2ccc(N)c([N+](=O)[O-])c2)cc1[N+](=O)[O-]	-2	0	1	0	98	98	8	-0.1	-2	102	2
O=C(NC1=NCCCCC1)c1cccc2ccccc12	0	-2	0	-1	102	103	11	0.1	-6	104	-3
COc1ccccc1/C=c1\sc2nc(-c3ccco3)nn2c1=O	-1	-4	-2	3	·	·	11	-0.4	-3	·	0
Cc1cc(-c2ccccc2)nc(N(C)NC(=O)C(C)(C)C)c1S(C)(=O)=O	-3	0	1	-4	96	101	14	0.1	-5	101	-3
COc1ccc(N2CCN(C(=O)CCCCn3c(=O)[nH]c4ccsc4c3=O)CC2)cc1	-15	-15	2	-4	103	102	9	0.2	-4	103	-4
CCOC(=O)CCC(NC(=O)c1ccccc1C(=O)NC(CCC(=O)OCC)C(=O)OCC)C(=O)OCC (stereo not given)	0	-1	-3	-3	99	98	12	-0.7	0	101	0
CCCCCC(O)(CCN1CCCCC1)c1ccc(OCC)cc1 (stereo not given)	2	2	1	0	102	105	24	1.2	10	100	1
Cc1cc(Nc2ccc(Br)cc2F)n2ncnc2n1	-4	-3	-1	-3	100	100	14	-0.3	0	104	0
CCOC(=O)Cc1cnc(NC(=O)CSc2nc3ncnc(N)c3[nH]2)s1	0	0	0	-2	104	110	10	-0.2	-3	103	3
O=C1CC(C(=O)Nc2cccc(Cl)c2)n2ncnc2N1 (stereo not given)	-2	1	0	-3	103	102	8	-0.3	-6	106	0
Cc1ccc(C)c(C2C(C#N)=C(N)Oc3cc(C)oc(=O)c32)c1 (stereo not given)	-4	-1	12	-6	100	99	19	1.4	-2	101	-5
O=S(=O)(c1ccc(Cl)s1)N1CCC(Cc2ccccc2)CC1	-7	0	1	-4	105	97	37	0.5	-7	96	-1
